Rac1 GTP hydrolysis: MgcRacGAP GTPase-activating activity inhibitors, confirmation, biochemical, ADP Hunter fluorescence; hit rate 0.6% among 340,000; Rac GTPase-activating protein 1 (Homo sapiens); MgcRacGAP-stimulated Rac1 GTP hydrolysis, ADP Hunter fluorescence; higher % means a stronger effect; GST-tagged Rac1 F28L mutant substrate; one-dose inhibition, % at 30 µM; IC50 in µM for titrated hits;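 active = first-screen hits whose inhibition reached a set limit at any dose in the follow-up dose series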;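 also: fluorescence reports GDP produced by GAP-driven GTP hydrolysis; strong numbers were not always called active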
NOD1 NF-kB reporter: NOD1 signaling inhibitors, primary screen, cell-based, luminescence, uHTS (AID 1578); NOD1-driven NF-kB luciferase reporter cells, luminescence; higher % means a stronger effect; one-dose inhibition, % at 4 µM; EC50 in µM for titrated hits; hit rate 1% among 290,000; in the data active = inhibition mostly above about 36%, no sharp cut-off; inactive = mostly below about 34%;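 also: HEK-293T reporter cells stimulated with the NOD1 agonist gamma-tri-DAP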
KOR beta-arrestin-1: KOR agonists, beta-arrestin recruitment, primary screen, cell-based, luminescence, uHTS (AID 1777); activation, % at 10 µM, or EC50 in µM where a hit was titrated; KOR beta-arrestin recruitment, luminescence; higher % means a stronger effect; hit rate 0.02% among 280,000; in the data active = activation above about 50%, passing the limit was not always enough; also: a part of the inactive calls stands beside numbers as strong as those of hits
Large T inhibition: SV40 large T antigen inhibitors, biochemical (AID 1903); inhibition, % at 20 µM; hits with a dose series show IC50 in µM; SV40 large T antigen ATPase/helicase inhibition assay; higher % means a stronger effect; hit rate 0.39% among 310,000; in the data active = a potency from the dose series; also: strong numbers were not always called active
KOR beta-arrestin-2: KOR antagonists, beta-arrestin recruitment, cell-based, luminescence, uHTS (AID 1778); hit rate 0.091% among 290,000; KOR beta-arrestin recruitment, luminescence, antagonist mode; higher % means a stronger effect; one-dose inhibition, % at 10 µM; IC50 in µM for titrated hits; Kappa-type opioid receptor (Homo sapiens); also: strong numbers were not always called active
HEK293 NOD2/NF-kB: NOD2 signaling inhibitors, cell-based, luminescence, uHTS, HEK293 (AID 1566); hit rate 0.63% among 290,000; one-dose inhibition, % at 4 µM; EC50 in µM for titrated hits; HEK293 NOD2/NF-kB luciferase reporter, luminescence; higher % means a stronger effect; also: many of its hits are not listed in these tables
HIV peptide binding: inhibitors of HIV fusion peptide binding, primary screen, biochemical, uHTS, fluorescence dequenching (AID 1986); cell-free peptide binding, fluorescence dequenching, 30 min; higher % means a stronger effect; inhibition, % at 20 µM; hits with a dose series show IC50 in µM; hit rate 0.3% among 290,000; in the data active = inhibition mostly above about 52%, no sharp cut-off; inactive = mostly below about 76%; also: some results filed as inactive read as strong as hits
GPR55 antagonists: GPR55 antagonists blocking LPI-driven arrestin recruitment, primary screen, imaging, U2OS, beta-arrestin-GFP, LPI agonist (AID 2013); G-protein coupled receptor 55 (Homo sapiens); U2OS GPR55 beta-arrestin-GFP translocation imaging, LPI antagonism; higher % means a stronger effect; inhibition, % at 10 µM; hits with a dose series show IC50 in µM; hit rate 0.13% among 290,000;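 active = spots per cell inhibited over 60%, with over 100 cells counted and total cytoplasm intensity under 500,000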;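 also: U2OS cells stably carrying GPR55 and arrestin-GFP stimulated by 5 µM LPI near EC80; imaged beta-arrestin-GFP aggregate spots per cell after agonist stimulation; plate controls were LPI-stimulated DMSO wells for no effect and DMSO wells without LPI for full effect; some results filed as inactive read as strong as hits; confirmed hits need IC50 under 10 µM and bright autofluorescent wells are also inconclusive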
GPR55 beta-arrestin: GPR55 agonists via beta-arrestin recruitment, primary screen, imaging, U2OS cells, beta-arrestin-GFP redistribution (AID 1961) | G-protein coupled receptor 55 (Homo sapiens) | U2OS GPR55 beta-arrestin-GFP redistribution imaging; higher % means a stronger effect | activation, % at 10 µM; hits with a dose series show EC50 in µM | hit rate 0.048% among 290,000;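 active = activation above 40% with more than 50 cells counted in the well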;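 also: U2OS osteosarcoma cells stably expressing GPR55 and beta-arrestin-GFP; plate controls were DMSO negative control for no effect and LPI positive control for full effect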
* marks the source's active call; other numbers are inactive results; . = no result given; [ ] = remark or other dose. Rule as the data show it, unless noted: active = inhibition above about 50%; inactive = the rest. Only part of the results is shown, so the mix of outcomes need not match the whole.

SMILES	Rac1 GTP hydrolysis	NOD1 NF-kB reporter	KOR beta-arrestin-1	Large T inhibition	KOR beta-arrestin-2	HEK293 NOD2/NF-kB	HIV peptide binding	GPR55 antagonists	GPR55 beta-arrestin
COc1ccc2occ(C(=O)c3ccc(N)cc3)c2c1	6%	-5%	0.9%	7%	3%	-36%	2.5%	0%	0.5%
O=C(Cn1ncc(Cl)c(Cl)c1=O)NCC1CCCCC1	13%	41%	-6.4%	10%	36%	20%	2.6%	26%	0.1%
C/C(=N\OCC(=O)Nc1ccccc1C(=O)O)c1cccs1	10%	-13%	1.4%	7%	-8%	-33%	-0.6%	14%	-0.6%
CCn1ccnc1CN(C)Cc1c(C(=O)N2CCCCCCC2)nc2ccc(Cl)cn12	6%	-21%	-2.2%	9%	-2%	7%	1.2%	-1%	-0.1%
CCS(=O)(=O)c1nc(S(=O)(=O)c2ccc(Cl)cc2)c(NCc2ccco2)s1	8%	-3%	-1.2%	13%	18%	6%	-1.7%	9%	-0.2%
CC(=O)c1cn(CC(=O)Nc2cccc(C)c2C)c2ccccc12	-6%	26%	-2.9%	9%	-6%	30%	1.0%	-6%	0.6%
CCOC(=O)c1c(C)[nH]c(C)c1S(=O)(=O)N(C)Cc1ccco1	9%	-27%	-0.7%	7%	22%	5%	-2.0%	11%	-0.1%
Clc1cccc(Oc2ncc(CN3CCOCC3)s2)c1	0%	1%	-1.9%	-1%	-14%	3%	-0.7%	-4%	0.2%
COc1cccc(NC(=O)C2CCN(C(=O)[C@@H]3Cc4ccccc4CN3)CC2)c1	7%	-14%	3.0%	15%	15%	-9%	2.6%	13%	0.3%
COc1ccc(N=C2CC(C)(C)CC(=O)/C2=C(/O)c2ccccc2)cc1	4%	-20%	-0.9%	11%	-36%[20 µM]	8%	-0.7%	10%	0.2%
CCC(=O)N1CCc2cc(Br)cc(S(=O)(=O)NCc3ccccc3OC)c21	-2%	-4%	-2.9%	2%	-4%	-6%	-1.1%	-6%	-0.2%
COc1ccccc1NS(=O)(=O)c1cc2c3c(c1)CC(=O)N3CCC2	14%	-20%	4.3%	12%	2%	14%	0.9%	15%	0.2%
Cc1ccc(C)c(NC(=O)C2CCCN2C(=O)NC2CCCCC2)c1 (stereo not drawn)	-24%	-24%	-0.9%	26%	-8%	2%	-1.1%	-1%	-0.2%
CC(C)=CCCC(C)CN1CCC(n2nccc2NC(=O)c2ccccc2)CC1 (stereo not drawn)	11%	-16%	1.6%	8%	-11%	2%	-1.5%	16%	-0.1%
O=C(CN(Cc1ccccc1F)S(=O)(=O)c1ccc(Cl)cc1)NCCCO	2%	7%	-10%	1%	19%	6%	1.7%	2%	-0.1%
O=c1onc(-c2ccc(Cl)cc2)n1Cc1ccc(F)cc1	9%	-24%	-2.5%	14%	29%	0%	-2.2%	10%	0.1%
CC1Cc2ccccc2N1C(=O)Cn1cnc2ccccc2c1=O (stereo not drawn)	11%	0%	-1.9%	0%	8%	18%	2.9%	4%	-0.3%
O=c1nc(-c2ccccc2)cc(C(F)(F)F)[nH]1	13%	8%	-2.6%	12%	-7%	15%	-1.1%	10%	-0.1%
CCCn1nc(C(=O)Nc2ccc3nc(C)sc3c2)c2ccccc2c1=O	-2%	1%	30%	2%	-35%	10%	0.7%	8%	-0.3%
COc1ccc(NC(=S)NNC(=O)c2ccco2)c(OC)c1	12%	-8%	2.5%	29%	2%	8%	-0.9%	2%	-0.1%
CCCc1cc(=O)oc2cc(OCC(=O)N3CCOCC3)c(Cl)cc12	4%	54%	2.7%	-21%	-18%	-42%	-0.1%	6%	.
CCCCCCn1c(=O)c(F)cn(Cc2ccc(OC)c([N+](=O)[O-])c2)c1=O	9%	-23%	-1.6%	2%	0%	-1%	2.3%	12%	-0.3%
CCCCSC1=N/C(=C/c2ccsc2)C(=O)N1c1ccccc1	6%	3%	2.4%	5%	-20%	8%	0.3%	9%	0.6%
COc1cc(N/N=C(\C)c2ccc(N)cc2)nc(-c2ccccc2)n1	4%	-54%	-3.0%	4%	9%	5%	-1.0%	6%	-0.4%
CCc1ccc2[nH]cc(S(=O)(=O)c3ccc(C)c(C)c3)c(=O)c2c1	9%	4%	-2.9%	8%	-6%	3%	-0.4%	4%	0.0%
CCOc1ccc(NC(=O)CCSc2ccc(C)cc2)cc1	2%	-15%	2.3%	5%	-1%	12%	-0.1%	6%	0.1%
COc1ccc(NC(=S)NNC(=O)OC(C)(C)C)cc1OC	12%	-19%	-2.5%	9%	13%	5%	-1.6%	1%	-0.1%
CCCCOc1ccc(-c2nnn(CC(=O)c3c[nH]c4ccccc34)n2)cc1	2%	-1%	2.4%	7%	-15%	19%	9.3%	9%	0.2%
Cc1ccc(-c2csc3ncnc(NCCC(=O)O)c23)cc1	0%	6%	1.9%	15%	-8%[20 µM]	2%	0.2%	-2%	-0.1%
CC(Oc1ccccc1)C(=O)NNS(=O)(=O)c1ccc([N+](=O)[O-])cc1 (stereo not drawn)	7%	-10%	0.7%	-9%	-23%	22%	-0.1%	6%	0.3%
Cc1nn(-c2ccccc2)c(Cl)c1C1C(C#N)=C(N)OC2=C1C(=O)CC(C)(C)C2 (stereo not drawn)	9%	.	-3.3%	6%	14%	-4%	-1.8%	7%	-0.2%
COc1ccc(CCNC(=O)c2ccc(CS(=O)(=O)c3ccc(Br)cc3)o2)cc1OC	6%	11%	-0.7%	5%	-6%	20%	-0.1%	-1%	-0.1%
COc1ccc(C(=O)N2c3ccccc3CC2C)cc1OC (stereo not drawn)	4%	1%	3.2%	20%	-22%	4%	1.6%	-15%	0.3%
C=C(C)COc1ccc(-c2ncncc2-c2ccccc2OC)c(O)c1	7%	0%	-0.9%	8%	10%	7%	-2.4%	-5%	-0.3%
COc1ccc(OCCCC(=O)Nc2nccs2)cc1	10%	-1%	-4.3%	4%	11%	9%	-0.4%	-1%	-0.2%
CCCCCOC(=O)c1c(N)n(CCOC)c2nc3ccccc3nc12	6%	-4%	2.6%	-12%	-16%	-13%	-2.4%	16%	0.0%
CC(C)Oc1ccc(C2C(C(=O)c3ccco3)=C(O)C(=O)N2Cc2cccnc2)cc1 (stereo not drawn)	3%	-22%	-0.9%	10%	29%	11%	4.1%	-8%	0.3%
CCN(C(=S)Nc1ccccc1F)C1CCCCC1	6%	10%	-1.9%	7%	4%	15%	-2.5%	-2%	-0.1%
CCC(C)Sc1nc2c(c(=O)[nH]c(=O)n2C)n1C (stereo not drawn)	8%	-37%	5.4%	23%	-17%	-1%	0.8%	-3%	-0.2%
CC(=O)Nc1ccccc1N(CC(O)Cn1c2ccccc2c2ccccc21)S(=O)(=O)c1ccc(C)cc1 (stereo not drawn)	10%	-6%	-2.1%	-4%	-4%	6%	0.2%	-2%	0.5%
C=CCN1C=C2C(=O)C(C)(OC(=O)CC)C(=O)C=C2C=C1CCCC (stereo not drawn)	8%	2%	-1.4%	12%	26%	20%	7.8%	6%	0.4%
O=c1c(=NNc2ccccc2Cl)c(=O)c2ccccc12	5%	2%	-0.3%	20%	6%	-208%	2.3%	7%	-0.1%
CN(C)S(=O)(=O)c1cc(C(=O)NCCCn2ccc3ccccc32)ccc1Cl	6%	16%	1.3%	4%	-4%	1%	-0.1%	-7%	-0.1%
CCOc1ccccc1OCC(=O)NC1CCCCC1	7%	-7%	-3.1%	-1%	18%	2%	1.6%	15%	-0.1%
Cc1ccc(C)c(S(=O)(=O)NC(C)C(=O)NCc2ccccn2)c1 (stereo not drawn)	5%	4%	-0.6%	7%	16%	7%	-2.2%	8%	0.0%
O=C(NNc1cc(Cl)cc(Cl)c1)c1cccs1	6%	-13%	6.1%	6%	18%	-31%	-2.6%	5%	-0.1%
C=CCn1c2ccccc2n2nc(C)c(=O)nc12	3%	-30%	-6.6%	2%	-5%	-2%	1.2%	3%	-0.3%
CC(=O)CSc1nnc(-c2cnccn2)n1-c1ccccc1	9%	-14%	-2.6%	5%	7%	6%	0.1%	8%	0.2%
CCN(CC)C(=O)c1[nH]cnc1C(=O)N[C@@H](CC(C)C)C(=O)OCc1ccccc1	3%	7%	-0.4%	6%	14%	-13%	-2.2%	-4%	-0.2%
CCc1nnc(N/N=C/c2cc(C)c(C)cc2C)n1N	9%	-41%	-4.2%	8%	-36%[20 µM]	3%	-0.2%	7%	0.1%

A different layout for part of the listing above.
Every second line gives: Rac1 GTP hydrolysis, NOD1 NF-kB reporter, KOR beta-arrestin-1, Large T inhibition, KOR beta-arrestin-2, HEK293 NOD2/NF-kB, HIV peptide binding, GPR55 antagonists, GPR55 beta-arrestin
CCC(=O)N1CCc2cc(Br)cc(S(=O)(=O)NCc3ccccc3OC)c21
→ -2%, -4%, -2.9%, 2%, -4%, -6%, -1.1%, -6%, -0.2%
COc1ccccc1NS(=O)(=O)c1cc2c3c(c1)CC(=O)N3CCC2
→ 14%, -20%, 4.3%, 12%, 2%, 14%, 0.9%, 15%, 0.2%
Cc1ccc(C)c(NC(=O)C2CCCN2C(=O)NC2CCCCC2)c1 (stereo not drawn)
→ -24%, -24%, -0.9%, 26%, -8%, 2%, -1.1%, -1%, -0.2%

Next part:
SMILES	Rac1 GTP hydrolysis	NOD1 NF-kB reporter	KOR beta-arrestin-1	Large T inhibition	KOR beta-arrestin-2	HEK293 NOD2/NF-kB	HIV peptide binding	GPR55 antagonists	GPR55 beta-arrestin
COc1cc(OC)cc(C(=O)N2CCC(C(=O)NCCc3ccccc3)CC2)c1	10%	-16%	1.5%	2%	-10%[20 µM]	5%	-1.0%	-25%	-0.1%
O=C(CN1CCN(Cc2ccc3c(c2)OCO3)CC1)Nc1ccc(N2CCOCC2)cc1	-5%	-17%	0.7%	17%	-31%	-11%	-1.6%	6%	0.5%
O=C(NCc1ccccc1)C(Cc1ccccc1)N1C(=O)C2C3CCC(C3)C2C1=O (stereo not drawn)	5%	-5%	-1.7%	-2%	10%	12%	-0.7%	-19%	0.2%
CS(=O)(=O)c1ccccc1C(=O)N(CCc1ccccc1)Cc1ccccc1	7%	-5%	4.8%	2%	6%	6%	-0.1%	-5%	-0.1%
CCCCN(C(=O)c1cnc2n(c1=O)CCS2)c1ccccc1	7%	-2%	-3.0%	9%	11%	2%	1.4%	-1%	0.3%
Cc1ccc(CNC(=O)c2cc3c(=O)n4cccc(C)c4nc3n(CC3CCCO3)c2=N)cc1 (stereo not drawn)	.	-4%	-2.4%	.	-24%	11%	11%	20%	1.8%
COc1cc(C(c2sc3nc(C)nn3c2O)N2CCN(c3ccccc3)CC2)cc(OC)c1OC (stereo not drawn)	8%	-50%	5.0%	10%	31%	11%	-1.5%	14%	0.0%
O=S(=O)(c1ccccc1)N1CCN(c2ncnc3sc(-c4ccccc4)cc23)CC1	9%	35%	2.0%	5%	3%	31%	6.1%	11%	-0.2%

Assay outcomes as filed in PubChem.
